12-LOX inh – Primary qHTS assay for inhibitors of human arachidonate 12S-lipoxygenase (ALOX12): Round 2; Polyunsaturated fatty acid lipoxygenase ALOX12 (Homo sapiens), P18054; purified 12hLO, xylenol orange hydroperoxide absorbance; Potency, µM (highest dose often 108 µM), for the others: at the top dose activity change, negative = inhibition, most hits filed as inhibitors; actives 1.1% (n = 580,000); AID 1671190, 2021; active = well fitted inhibition curve with a large enough effect; inconclusive = small, poorly fitted or top-dose-only effect, or another doubt; inactive = no such curve, though single readings can be large or run the other way
Target sequence (P18054 whole entry, looked up): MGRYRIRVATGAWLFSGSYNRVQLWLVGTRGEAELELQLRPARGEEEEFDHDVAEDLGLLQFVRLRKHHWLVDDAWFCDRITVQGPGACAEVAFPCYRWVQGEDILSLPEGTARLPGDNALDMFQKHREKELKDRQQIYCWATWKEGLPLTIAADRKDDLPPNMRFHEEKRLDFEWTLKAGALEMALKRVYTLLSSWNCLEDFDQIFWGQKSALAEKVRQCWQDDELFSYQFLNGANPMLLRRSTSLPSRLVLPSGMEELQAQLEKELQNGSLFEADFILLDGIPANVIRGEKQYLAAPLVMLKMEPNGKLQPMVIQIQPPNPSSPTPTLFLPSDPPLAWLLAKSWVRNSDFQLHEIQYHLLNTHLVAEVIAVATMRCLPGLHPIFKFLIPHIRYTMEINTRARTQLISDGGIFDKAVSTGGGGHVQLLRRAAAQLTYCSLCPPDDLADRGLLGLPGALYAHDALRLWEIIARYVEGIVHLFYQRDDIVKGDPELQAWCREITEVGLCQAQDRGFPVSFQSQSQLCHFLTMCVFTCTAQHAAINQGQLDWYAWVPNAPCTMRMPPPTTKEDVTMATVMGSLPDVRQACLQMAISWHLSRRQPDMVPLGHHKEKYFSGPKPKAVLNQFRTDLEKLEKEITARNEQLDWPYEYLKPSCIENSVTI
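Purified human 12hLO at 150 nM in 25 mM Hepes, 0.01% Triton X-100, pH 7.0, preincubated 15 min at room temperature with compound. Reaction started with 40 uM arachidonic acid, 30 min at room temperature. Hydroperoxide measured by Fe-xylenol orange, 573/405 nm absorbance ratio.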
* marks the source's active call; other numbers are inactive results; ? = inconclusive; [ ] = dose if it differs, or a comment. % is scaled to controls: 0 for no effect and ±100 for the full control effect; potency is read from the fitted curve at half-maximal effect. These rows are one share of the data; the hit share may differ from the screen's.

entry	smiles	12-LOX inh
1	O=c1[nH]c(=O)n([C@H]2C[C@@H](O)[C@@H](CO)O2)cc1C(F)(F)F	-27%[57.4 µM]
2	COCCN(Cc1c(C)nn(C)c1C)CC1[C@H]2CNC[C@@H]12 (stereo partly drawn)	?
3	Cc1ccc(C(=O)OCc2nnc(-c3ccc(Cl)cc3)o2)s1	-10%
4	CCc1ccc(CN(Cc2ccco2)C(=O)c2ccccc2)cc1	?
5	CNc1ccc(OC2CCN(C(=O)CCc3nc4ccccc4[nH]3)C2)nc1 (stereo not drawn)	75%[activator]
6	COCCn1c(=O)n([C@H]2CCCN(C(=O)CCc3ccccc3)C2)c2ncccc21	26%
7	Cc1cnc(C(=O)NC2CCc3nn(CC4CC4)c(=O)n3CC2)cn1 (stereo not drawn)	30%[activator]
8	O=C(C[C@@H]1C[C@@H]2c3cc(NC(=O)c4ccc5c(c4)OCO5)ccc3O[C@@H]2[C@@H](CO)O1)NCc1cccnc1	-12%
9	NCC(c1ccccc1)N1CCOCC1 (stereo not drawn)	23%[176 µM]
10	CC(C)(C)c1ccc(-c2cc(C[C@H]3CNCC[C@H]3CC(=O)N3CCC(Cc4ccccc4)CC3)no2)cc1	4%
11	COc1ccc(-c2nnc(SCC(=O)N3CCC(c4ccccc4)=N3)o2)cc1	15%
12	Cc1ocnc1C(=O)N1CCc2nc(N)nc(N3CC[C@H](O)C3)c2CC1	6%
13	COc1cccc(CN2CC3(C2)C(=O)N(CCCN2CCCC2=O)C(=O)[C@@H]2C[C@@H](O)CN23)c1	12%
14	N#CCOc1ccc2[nH]cc(C(C(=O)O)N3CCN(Cc4ccncc4)CC3)c2c1 (stereo not drawn)	5%
15	O=[N+]([O-])c1c(Nc2cccc(Cl)n2)ccc2nonc12	?
16	N#Cc1ccc(Cn2c(=O)n(CCC(=O)NCCc3ccc(Cl)cc3)c(=O)c3sccc32)cc1	-11%
17	O=C(CCCl)Nc1ccc2c(c1)CCC2	11%
18	Cc1ccc2nc(C(=O)NCc3nncn3CCc3ccccc3)cn2c1	62%[activator]
19	O=C(NC1CC1)c1ccccc1OC1CN(Cc2ccc(F)cc2)C1	-7%
20	CCn1nccc1C(=O)N1CC(N(Cc2cccnc2)CC(C)C)C1	25%

Next section
entry	smiles	12-LOX inh
21	CCOc1ccc(C(C)NC(=O)c2cc(C)ccc2C)cc1OCC (stereo not drawn)	?
22	CCSc1ncc(CN(CCOC)Cc2ccccc2F)cn1	-12%
23	O=C(Cn1c(=O)oc2ccccc21)N1CCCC(Cc2noc(-c3ccccc3)n2)C1 (stereo not drawn)	17%
24	Cn1cc(C(=O)N2CCCCCCn3c(nnc3-c3ccc(F)cc3)CC2)cn1	21%
25	CC(C)n1nccc1NC(=O)COc1ccc(C#N)cc1Cl	8%
26	Cc1cc(OCC(=O)Nc2sc3c(c2C(=O)N2CCOCC2)CCCC3)ccc1Cl	-3%
27	COC(=O)[C@@H](C)NC(=O)[C@H]1CN(C(=O)c2cccnc2)CCN1S(C)(=O)=O	-4%[176 µM]
28	COc1cc(F)ccc1-c1cc(C(=O)NCc2cccnc2)c2c(c1)ncn2C	9%[176 µM]
29	O=C(/C=C/c1cccs1)N1CC=C(c2ccccc2)CC1	?
30	COC(=O)c1ccc2nc(C[C@@H]3C[C@@H](C(C)C)[C@H](CNC4CCN(C(C)=O)CC4)C=C3C)[nH]c2c1	12%
31	COc1cc(=O)n2c(c1C(=O)Nc1cc(F)ccc1F)CCCC2	1%
32	CC(C)(C)NS(=O)(=O)C1CCS(=O)(=O)C1 (stereo not drawn)	32%[activator]
33	CC(C)c1nc2c(c(-c3ccc(O)cc3)n1)CN(C(=O)c1cccc(Cl)c1)CC2	-24%
34	CC(C)CNc1nc(-c2ccc(S(=O)(=O)N3CCOCC3)cc2)cs1	?
35	COCCNC(=O)c1cnc2c(c1)N(C(=O)Cc1ccc(C(C)C)cc1)CCC2	38%[activator][176 µM]
36	Cc1cccc(Cn2cccc2CNC(=O)NC23CC4CC(CC(C4)C2)C3)c1	?
37	COCCn1c(C)c(C)c(S(=O)(=O)c2ccc(C)cc2)c1NC(=O)c1ccco1	2%
38	COc1cc(/C=N/OCc2cccc3ccccc23)ccc1OCc1ccc(Cl)cc1	-52%
39	COc1ccc(C(=O)N2CCC(N3CC4CC(C3)[C@H]3CCCC(=O)N3C4)CC2)c(C)c1 (stereo partly drawn)	17%
40	O=c1cc(O)c2sc3nc(-c4cccs4)cc(C(F)(F)F)c3c2[nH]1	-26%

Among those listed so far, 2 contain a CF3 group:
entry	smiles	12-LOX inh
1	O=c1[nH]c(=O)n([C@H]2C[C@@H](O)[C@@H](CO)O2)cc1C(F)(F)F	-27%[57.4 µM]
40	O=c1cc(O)c2sc3nc(-c4cccs4)cc(C(F)(F)F)c3c2[nH]1	-26%

Remaining list, next part.
entry	smiles	12-LOX inh
41	CC1(C)C/C(=N/O)C=CO1	-8%
42	CCCCCSc1nc2c(c(=O)[nH]c(=O)n2C)n1CCC	-5%
43	COc1ccc(N2CC(c3noc(-c4ccc5c(c4)OCO5)n3)CC2=O)cc1 (stereo not drawn)	-2%
44	CCc1ccc(OCCCOc2ccc(Cl)cc2/C=N/NC(C)=O)cc1	-48%
45	COc1ccc(/C=N/OCc2ccc(Br)cc2)cc1OCc1ccccc1	2%
46	COc1cc2nc(N3CCCC(O)C3)c(CNCc3ccccc3F)cc2c(OC)c1OC (stereo not drawn)	20%
47	CCn1cc(S(=O)(=O)N2CCCCC2c2nc(CCOc3ccc(F)cc3)no2)cn1 (stereo not drawn)	30%[activator]
48	CCOCc1ccccc1CNC(=O)c1ccc2c(c1)NC(=O)CS2	6%
49	OCCCn1cnc(-c2ccccc2)c1-c1ccc(-c2ccn[nH]2)o1	37%[activator]
50	O=C(c1ccccc1Cl)N1CCc2nc(-c3ccccc3)nc(-c3ccc(Cl)cc3)c2C1	2%
51	CCCN(CC1CCCO1)C(=O)c1csc2nc(-c3cccc(C(F)(F)F)c3)cn12 (stereo not drawn)	38%[activator]
52	CC(C)C(=O)N1CCC(Cc2nc(C3CCOCC3)no2)CC1	25%
53	CCCS(=O)(=O)N1CCC(Nc2nccnc2OCC)CC1	60%[activator]
54	COCc1nncn1C1CCN(S(=O)(=O)c2cc(F)cc(F)c2)CC1	43%[activator]
55	COc1ccc(CNC(=O)[C@@H]2Cc3c[nH]c4cccc(c34)[C@H](CC(C)C)N2)cc1	13%[176 µM]
56	CN1C(=O)COC[C@@H]1[C@H](O)c1ccc(NC(=O)Nc2ccccc2)cc1	44%[activator][176 µM]
57	CN1C(=O)C2(CCN(C(=O)CCCS(N)(=O)=O)CC2)c2ccccc21	35%
58	COCc1cccc(C(=O)O)c1	9%
59	CC(C)NC(=O)Cc1ccc(N(Cc2ccccc2)C(=O)c2ccco2)cc1	33%
60	CNC(=O)[C@@H]1CN(S(=O)(=O)C(C)C)C[C@H]1COC	29%

(more compounds)
entry	smiles	12-LOX inh
61	COc1cccc(-c2nc3cnccn3c2NCCC(=O)N2CCCC(C)C2)c1 (stereo not drawn)	?
62	Cc1ccc(C(=O)N2CCC(Oc3ccc(C(N)=O)cn3)CC2)cc1C	?
63	CCCCN1C(=O)C(C)=C(C)C1c1cn(C)c2ccccc12 (stereo not drawn)	?
64	COc1ccc(NS(=O)(=O)c2ccc(N3C(=O)C(C)CS3(=O)=O)cc2)cc1Cl (stereo not drawn)	?
65	COc1ccc(-c2cnc3[nH]cc(CC(=O)N4CCN(c5ccccn5)CC4)c3c2)cc1	3%[176 µM]
66	Nc1nc(CN2CCN(C(=O)c3cccc(C(F)(F)F)c3)CC2)nc2ccccc12	45%[activator]
67	COc1ccc(C(=O)N2CCCCCNC(=O)[C@@H]3CCCC[C@@H]32)c(OC)c1	18%
68	CCN1C(=O)C2(CCN(S(=O)(=O)c3ccc(OC)c(Cl)c3)CC2)c2ccccc21	?
69	O=C(Cn1cccc1-c1nc(-c2ccccc2)no1)Nc1ccc(F)c(F)c1	18%
70	O=C(CSc1nc2ccccc2o1)N1CCCCC1	7%
71	Fc1ccccc1-c1nnc(SCc2ccccc2Br)n1C1CC1	-1%
72	CN(C)CCOc1ccc(C(=C(CCCl)c2ccccc2)c2ccccc2)cc1	?
73	CCCCOC(=O)COc1ccc2c(=O)c(Oc3cccc(C)c3)coc2c1	15%
74	O=c1[nH]nc(-c2ccco2)c2c1Nc1nnnn1C2c1cccc(F)c1 (stereo not drawn)	2%
75	COCC(=O)N1CCC(Oc2ccc(C(=O)N3CCOCC3)cn2)CC1	7%
76	CC(C)c1ccc(CN2CCC3(CCC(CNC(=O)c4ccn(C)n4)O3)CC2)cc1 (stereo not drawn)	14%
77	CC1(C(=O)NCc2cccc(F)c2)CCCCC(=O)N1 (stereo not drawn)	?
78	CN(C)c1cc(N2CCCC(NC(=O)NCc3ccccc3)C2)ncn1 (stereo not drawn)	-5%
79	O=C(NCc1cccs1)c1nc(-c2ccccc2)c2ccccn12	30%[176 µM]
80	COc1cc(CC(=O)NC2CCC(C)CC2)ccc1C (stereo not drawn)	34%[activator]

Next structures follow:
entry	smiles	12-LOX inh
81	CN1C(=O)[C@@H]2C[C@@H](CN2Cc2ccc(F)cc2)Oc2ccccc21	15%[176 µM]
82	O=C(NCc1ccccc1)c1ccccc1OC1CN(Cc2ccc(O)c(F)c2)C1	9%
83	CC(C)c1cc(C(=O)NC2CC2)c2cnn(C(C)C)c2n1	-7%
84	COc1cccc(C2(CC(=O)N3CCN(c4nonc4C)CC3)CC(=O)N(C3CCCC3)C2=O)c1 (stereo not drawn)	21%
85	Cc1oc(-c2ccccc2)nc1C(=O)NCC(=O)Nc1ccccc1Br	-1%
86	CC(C)CC(=O)N1CCCC(Cc2nc(C3CCOCC3)no2)C1 (stereo not drawn)	45%[activator]
87	COc1ccc2c(c1)c(C(C(=O)O)N1CCN(c3cccc(Cl)c3)CC1)cn2CCC(=O)O (stereo not drawn)	-29%
88	CS(=O)(=O)Nc1ccc(-c2csc(N3CCCC3)n2)cc1	-22%
89	COc1cccc(NC(=O)N2CCCC(Cn3c(C)nc4cccnc43)C2)c1 (stereo not drawn)	34%
90	C=CCc1cc(/C=C(/C#N)c2nc3cc(C)c(C)cc3[nH]2)cc(OC)c1OC	2%
91	Cc1ccc(-c2cccc(COc3cnc4c(ccn4CC(=O)O)c3)c2)cc1	-7%[176 µM]
92	CC(=O)N1CCC(C(=O)N2CCC(n3cc(-c4nc(-c5ccccc5)no4)nn3)CC2)CC1	24%
93	CN(C)CCCN(Cc1ccc(Cl)c(Cl)c1)C(=O)/C=C/c1ccncc1	?
94	COc1ccc(C(=O)NCC2Cc3cccc(-c4cncnc4)c3O2)c(OC)c1OC (stereo not drawn)	?
95	O=C(c1cc(F)ccc1F)N1CCC(Cc2nc(-c3ccc(F)cc3)no2)CC1	12%
96	CC(C)(C)OC(=O)C(C#N)c1nc2ccccc2nc1Cl (stereo not drawn)	?
97	O=C(COc1ccc(F)cc1)N1CCC(Oc2ncccc2C(=O)N2CCCCC2)C1 (stereo not drawn)	13%
98	CCCC(C)N1CC2(CCN(C(=O)c3sc(C)nc3CC)CC2)OC1=O (stereo not drawn)	-5%
99	Cc1noc2ncnc(N3CCCC(C(=O)NCc4ccc(F)cc4)C3)c12 (stereo not drawn)	?
100	Cc1cn2nc(C(=O)N3CCC(NC(=O)C4(c5ccccc5)CC4)CC3)cc2c(=O)[nH]1	42%[activator]

Carrying on.
entry	smiles	12-LOX inh
101	COCC1CN(Cc2cn(C)c3ccc(OC)cc23)CC12CCNCC2 (stereo not drawn)	19%
102	Cc1nc(SCc2coc(-c3cccc(F)c3)n2)n[nH]1	-22%
103	CCNc1ccc(S(=O)(=O)N2CCOCC2)cc1NC(=O)Cc1c[nH]c2ccccc12	-21%
104	NC(=O)c1ccc(OCc2coc(-c3cccc(F)c3)n2)cc1	-1%
105	O=C1NC2(CCN([S+](=O)([O-])c3ccccc3)C2)COc2ccccc21 (stereo not drawn)	108%[activator]
106	CC(C)CCN1CCc2nc(C(C)C)nc(-c3ccc(Cl)cc3)c2CC1	15%[6.33 µM]
107	CCC(CC)NC(=O)CN(C)CC(=O)Nc1ccc(Cl)c(C(F)(F)F)c1	?
108	COc1ccc(CNC(=O)N2CCC(c3noc(-c4cccnc4)n3)C2)cc1 (stereo not drawn)	40%[activator]
109	COc1cc(N)c(Cl)cc1C(=O)OCc1ccc(C(C)(C)C)cc1	-4%
110	O=C(c1coc(COc2ccc(F)cc2Cl)n1)N1CCCCO1	2%
111	CC(C)NCC1(COc2ccc(C(F)(F)F)cn2)C[C@@H](O)[C@@H](O)C1 (stereo partly drawn)	?
112	Cc1ccccc1-c1cc(C(=O)O)c2ccccc2n1	-29%
113	Cc1ccc2c(CSc3nnc4ccccn34)cc(=O)oc2c1	2%
114	CCC1(C2CCN(C(=O)c3ccc4ccccc4c3)CC2)NC(=O)N(CCc2scnc2C)C1=O (stereo not drawn)	13%

Excerpt, nos. 112 to 114
entry	smiles	12-LOX inh
112	Cc1ccccc1-c1cc(C(=O)O)c2ccccc2n1	-29%
113	Cc1ccc2c(CSc3nnc4ccccn34)cc(=O)oc2c1	2%
114	CCC1(C2CCN(C(=O)c3ccc4ccccc4c3)CC2)NC(=O)N(CCc2scnc2C)C1=O (stereo not drawn)	13%

Values in list order from the list.
12-LOX inh, compounds 82 to 92, in order: 9%, -7%, 21%, -1%, 45%[activator], -29%, -22%, 34%, 2%, -7%[176 µM], 24%
